# ADAM17 inh = ADAM17 inhibitors, primary screen, biochemical, QFRET; Disintegrin and metalloproteinase domain-containing protein 17 (Homo sapiens), P78536; recombinant ADAM17, EDANS/DABCYL FRET peptide cleavage; inhibition, % at 6.95 µM; 0.83% of 370,000 active; AID 720648, 2013;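 active = inhibition above the mean of compounds lying between control limits plus 3 SD, set per campaign, cut at about 8.5% in these data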;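 also: 0% = DMSO-only wells as the low control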
# PLC-beta3 inh = human PLC-beta3 inhibitors, primary screen, biochemical, fluorescence. Purified PLC-beta3, fluorogenic substrate. 1-phosphatidylinositol 4,5-bisphosphate phosphodiesterase beta-3 (Homo sapiens), Q01970. AID 720704, 2013. 0.18% of 370,000 active. inhibition, % at 12.2 µM; in the data active = inhibition above about 11%;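 also: 0% = median of compound wells on plate and 100% = full blocker control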
# Target sequence (Q01970 whole entry, looked up): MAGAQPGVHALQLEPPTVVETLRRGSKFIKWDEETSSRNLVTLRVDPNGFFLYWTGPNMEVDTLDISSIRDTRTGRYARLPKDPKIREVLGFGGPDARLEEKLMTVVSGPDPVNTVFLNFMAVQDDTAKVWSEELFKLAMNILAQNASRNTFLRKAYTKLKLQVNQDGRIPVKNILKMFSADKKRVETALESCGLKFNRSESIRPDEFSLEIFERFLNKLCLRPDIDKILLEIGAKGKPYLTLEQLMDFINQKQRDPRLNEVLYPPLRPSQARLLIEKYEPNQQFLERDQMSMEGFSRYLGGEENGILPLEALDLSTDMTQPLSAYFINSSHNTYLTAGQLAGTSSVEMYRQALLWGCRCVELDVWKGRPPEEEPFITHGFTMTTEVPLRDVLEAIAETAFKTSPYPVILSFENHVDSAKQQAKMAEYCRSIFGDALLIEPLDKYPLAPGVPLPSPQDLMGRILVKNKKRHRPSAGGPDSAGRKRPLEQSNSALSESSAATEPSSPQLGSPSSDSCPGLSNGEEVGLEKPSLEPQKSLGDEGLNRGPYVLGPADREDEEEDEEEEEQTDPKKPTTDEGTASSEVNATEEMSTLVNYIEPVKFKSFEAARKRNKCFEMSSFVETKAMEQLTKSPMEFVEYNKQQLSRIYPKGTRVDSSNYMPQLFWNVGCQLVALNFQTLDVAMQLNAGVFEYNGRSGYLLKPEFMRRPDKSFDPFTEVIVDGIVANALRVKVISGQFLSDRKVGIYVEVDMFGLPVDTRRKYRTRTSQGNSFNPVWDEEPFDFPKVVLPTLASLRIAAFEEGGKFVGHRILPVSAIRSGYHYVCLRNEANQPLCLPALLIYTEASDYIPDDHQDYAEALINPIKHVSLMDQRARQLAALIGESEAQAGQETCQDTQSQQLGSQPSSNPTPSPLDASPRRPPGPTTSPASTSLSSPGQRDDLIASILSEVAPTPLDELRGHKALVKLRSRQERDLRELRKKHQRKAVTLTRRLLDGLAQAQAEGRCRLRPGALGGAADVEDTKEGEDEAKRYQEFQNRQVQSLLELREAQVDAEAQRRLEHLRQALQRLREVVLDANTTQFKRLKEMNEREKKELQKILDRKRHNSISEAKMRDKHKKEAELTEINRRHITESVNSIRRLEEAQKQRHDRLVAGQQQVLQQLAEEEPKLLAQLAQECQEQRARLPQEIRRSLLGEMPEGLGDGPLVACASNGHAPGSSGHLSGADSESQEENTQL
# ADAM10 inh = human ADAM10 inhibitors, primary screen, biochemical, QFRET, HTS; Disintegrin and metalloproteinase domain-containing protein 10 (Homo sapiens), O14672; recombinant ADAM10, EDANS/DABCYL FRET peptide cleavage, 3 h; inhibition, % at 7 µM; 0.62% of 370,000 active; AID 720582, 2013;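 active = inhibition above a per-campaign cutoff equal to the mean of compounds falling between control-based bounds plus 3 SD, cut at about 20% in these data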;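 also: 0% = DMSO wells while the 100% control is not disclosed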
# ARFGAP1 inh = inhibitors of rat ARFGAP1 GAP activity, primary screen, biochemical, fluorescence polarization, GDP tracer; Arfgap1-stimulated ARF1 GTP hydrolysis, GDP FP detection; inhibition, % at 16.5 µM; ADP-ribosylation factor GTPase-activating protein 1 (Rattus norvegicus), Q62848; 0.26% of 360,000 active;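 active = inhibition above a per-plate limit, mean inhibition of low control wells plus 3 SD, cut at about 25% in these data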;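 also: 0% = DMSO wells with enzyme and 100% = wells lacking Arfgap1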
#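 Repeats: one replicate per compound; assay system: rat Arfgap1 catalytic domain, aa 1-136; times: enzyme reaction 120 min at 25 °C after 20 min preincubation; detection: FP of antibody-bound GDP Alexa 633 tracer, ex 620/em 688 nm; benchmarks: high control wells lacking Arfgap1, low control full reaction with DMSO; reagent: human ARF1(Δ1-17)-GTP substrate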
# PLCg1 inh = PLC-gamma1 enzyme inhibitors, primary screen, biochemical, fluorescence, purified enzyme | fluorogenic substrate | inhibition, % at 12.2 µM | 0.84% of 370,000 active; in the data active = inhibition above about 9.5%
# SIAE primary = human SIAE inhibitors, primary screen, biochemical, fluorescence polarization, FP-Rh probe, 1536-well HTS | Sialate O-acetylesterase (Homo sapiens), Q9HAT2 | 0.69% of 370,000 active | AID 1053197, 2014 | inhibition, % at 9.66 µM | SIAE FP-Rh probe binding;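 active = inhibition above a cutoff: mean of compounds within the control limits plus 3 SD of those, cut at about 17% in these data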;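 also: 0% = plate median of compound wells and 100% = probe without SIAE protein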
# ASAP1 inh = inhibitors of human ASAP1 ArfGAP activity, primary screen, biochemical, fluorescence polarization. 0.19% of 360,000 active. inhibition, % at 16.5 µM. Arf-GAP with SH3 domain, ANK repeat and PH domain-containing protein 1 (Homo sapiens), …. ASAP1-stimulated ARF1 GTP hydrolysis, GDP FP detection. AID 624377, 2012; in the data active = inhibition above about 25%;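 also: 0% = vehicle with enzyme and substrate and 100% = no enzyme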
# TDP2 absorb = human TDP2 enzyme inhibitors, primary screen, biochemical, epi absorbance, recombinant enzyme; Tyrosyl-DNA phosphodiesterase 2 (Homo sapiens), O95551; T5PNP hydrolysis, p-nitrophenol absorbance 415 nm; inhibition, % at 12.8 µM; 0.34% of 370,000 active;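 active = inhibition above the mean of all tested compounds plus 3 SD, set per campaign, cut at about 25% in these data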;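 also: 0% = DMSO with enzyme and 100% = buffer with substrate but no TDP2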
#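 Read-out basis: percent inhibition. System: recombinant human TDP2. Buffer or medium: Mg2+-containing Tris-HCl buffer, pH 7.5. Repeats: single replicate. Timing: reaction 2 h, 37 °C. Benchmarks: high control without enzyme, low control DMSO plus TDP2. Probe or stimulus: 5 mM T5PNP. Doses: 12.8 µM only. Measured by: epi absorbance of p-nitrophenol freed from T5PNP by hydrolysis.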
# DDE Tn6 FP inh = inhibitors of Tn6 peptide binding to fibrin DD(E), primary screen, biochemical, fluorescence polarization, human fibrin, Tn6 probe; inhibition, % at 8.3 µM; Fibrinogen beta chain (Homo sapiens), P02675; Fibrin DD(E) TRITC-Tn6 fluorescence polarization displacement; 0.21% of 370,000 active; AID 720509, 2013;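 active = inhibition above a per-campaign cutoff: mean of compounds within control limits plus 3 SD, cut at about 15% in these data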;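 also: 0% = median of all compound wells on the plate and 100% = blocking peptide control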
# Tn7 DDE FP = inhibitors of Tn7 peptide binding to fibrin DD(E), primary screen, biochemical, fluorescence polarization, human fibrin, Tn7 probe | FP displacement of FITC-Tn7 peptide from fibrin DD(E); 0% = median of compound wells per plate | inhibition, % at 8.3 µM | 0.13% of 370,000 active | AID 720508, 2013;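 active = inhibition above the mean of compounds falling within the control limits plus 3 SD of them, cut at about 14% in these data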;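 also: 0% = plate median of compound wells and 100% = 10 µM Aha-Tn7 peptide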
#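 Also added: labelled Tn7 tracer, 0.1 µM; Assay system: human fibrin DD(E) protein; Amount: 2 µM fibrin DD(E); Schedule: 10 min compound pre-incubation, 3 h probe incubation at room temperature; Repeats: one replicate per compound; Read-out basis: percent inhibition; Measured by: fluorescence polarization of the labelled Tn7 tracer.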
# * marks the source's active call; other numbers are inactive results; nt = no result given.
SMILES,ADAM17 inh,PLC-beta3 inh,ADAM10 inh,ARFGAP1 inh,PLCg1 inh,SIAE primary,ASAP1 inh,TDP2 absorb,DDE Tn6 FP inh,Tn7 DDE FP
CCC1C(=O)N(C)CCc2ccccc21 (stereo not given),3.8,4.3,4.9,-9.4,12.0*,-14.4,-10.4,-21.4,2.7,7.2
CN1CCN(S(=O)(=O)c2cccc(C(=O)NC3(C)CCS(=O)(=O)C3)c2)CC1 (stereo not given),-2.3,-7.7,-2.7,-10.2,2.3,1.9,1.8,-0.5,1.3,-0.3
NS(=O)(=O)c1cccc2cccnc12,-1.8,0.2,-3.5,2.6,-0.3,9.0,5.9,11.1,-2.9,1.0
COC(=O)CCCC(=O)NC1CCCc2c1cnn2-c1ccc(F)cc1F (stereo not given),-0.9,-5.1,1.6,0.0,2.3,1.2,-3.8,5.1,4.5,-3.3
CC1CCN(C(=O)c2ncn3c2c(=O)[nH]c2ccc(Br)cc23)CC1,-5.6,2.1,-14.3,-0.9,-0.5,1.6,-4.1,4.1,-2.2,1.1
C=CCn1c(-c2ccc3ncccc3c2)n[nH]c1=S,-1.5,-5.4,-5.0,-3.8,0.0,-0.5,-6.2,3.6,10.6,4.5
O=C(NCC1CC1)c1ccc2c(c1)S(=O)(=O)c1cc(Cl)ccc1C2=O,1.3,1.5,2.9,-9.3,2.1,1.6,-6.8,4.7,14.3,8.0
COc1ccc(-c2noc3c2-c2nc(-c4ccccc4F)sc2CC3)cc1,-1.5,0.5,2.2,5.3,0.5,2.0,-2.0,5.2,0.2,1.4
CCc1ccc(NC(=O)c2cc(Br)ccc2Br)cc1,3.3,2.0,0.1,8.3,0.7,-8.2,0.9,-0.4,3.3,2.1
CCCC[C@H]1C2CC(OC(=O)Nc3ccc(C)cc3)C(C2)[C@H]2CCCCN21 (stereo not given in full),0.4,0.2,-0.8,nt,7.1,-6.1,nt,-1.5,2.3,1.1
Cc1cc(C)n(/N=C/c2c[nH]c3ccccc23)c(=O)c1,-4.2,1.9,-7.6,11.3,-20.3,-2.8,-3.9,-2.7,-7.1,3.9
Cc1ccc(S(=O)(=O)N2CCC(C(=O)NNC(=O)c3cccnc3)CC2)cc1,-2.7,-5.0,-2.6,7.0,-1.0,-0.4,-2.0,0.4,-13.1,-7.3
CCCCCOc1ccc(C(C)(O)C(CN2CCOCC2)c2ccccc2)cc1 (stereo not given),-0.6,-2.2,14.5,4.6,3.4,3.5,-5.5,-4.9,-3.0,6.2
O=C(CSc1nnc(-c2cccc(Br)c2)o1)N1CCNC1=O,-1.4,-6.6,-7.5,4.5,-0.4,1.9,-12.0,-2.6,-0.7,-3.1
O=C(C1CCCO1)N1CCN(C(=S)Nc2ccccc2F)CC1 (stereo not given),-0.4,-1.0,-2.0,-10.8,5.1,5.2,4.9,4.4,-5.3,3.0
CCOc1c(Cl)cnn(-c2ccc(C)cc2)c1=O,-2.8,0.1,0.0,3.9,-1.0,3.7,3.0,-4.9,11.5,4.1
CC12CCC(C(=O)N(c3ccc(Cl)cc3)C1=O)C2(C)C (stereo not given),-5.2,-2.5,-7.0,-2.3,1.4,10.3,-17.0,7.7,1.3,2.2
Cc1ccc(C)c(S(=O)(=O)Nc2ccc3[nH]c(=O)[nH]c3c2)c1,0.2,-6.5,5.9,4.7,0.6,0.5,2.5,-5.7,-1.6,-5.2
CCOc1ccc2oc(C(=O)NCC(C)(C)CN(C)C)c(C)c2c1,-36.3,-28.7,-87.2,-7.4,-20.4,0.7,-12.0,-10.1,5.8,3.4
COc1ccc(/C=C/C(O)=C2/C(=O)NC3(C)CC2c2ccccc2O3)c(OC)c1OC (stereo not given),-1.4,-48.2,-0.8,4.1,-36.8,-2.8,4.8,-1.4,-2.0,-0.8
O=C(NCc1ccccc1)C1CC(=O)N(c2ccc(OCC(=O)N3CCCC3)cc2)C1 (stereo not given),-1.2,0.2,-8.0,-0.7,0.7,-4.3,20.5,3.8,0.8,-6.8
CCOC(=O)C1CCN(C(=O)c2ccc(CNS(=O)(=O)c3ccc(C)cc3)cc2)CC1,1.5,5.4,2.7,-2.6,5.6,4.5,6.1,-9.8,1.0,5.4
CCN1C=C(Cc2ccc(OC)cc2)C2=C(C1)C(c1ccc(OC)cc1)C(C#N)=C(N)O2 (stereo not given),0.2,-47.2,0.5,6.7,-43.9,-3.7,5.1,0.9,13.7,-3.0
COc1cc2c(cc1OC)C(C(=O)N(C)Cc1ccccc1)C(c1cccnc1)N(C)C2=O (stereo not given),-3.7,-2.8,-0.4,0.1,0.9,-2.7,1.4,-5.4,3.9,-1.0
COc1ccc(C(C)(O)c2nc(-c3ccc(C)c(C)c3)cs2)cc1 (stereo not given),3.0,2.9,8.5,5.6,1.6,-6.0,-4.9,-11.8,6.3,0.4
CCOC(=O)C(=O)Nc1ccc([N+](=O)[O-])cc1OC,0.2,1.6,0.0,10.6,3.6,-4.7,-7.0,-11.6,0.3,3.5
O=C(NCc1cccnc1)c1cccc(Cl)c1,-2.4,-0.3,-5.9,-3.0,-1.7,-2.1,-10.1,1.7,-5.3,1.2
COc1cccc(C(=O)OCC(=O)NCC2CCCO2)c1 (stereo not given),-5.2,-1.6,-12.6,-5.8,3.9,2.4,0.3,-6.1,1.6,4.8
N#Cc1nc(-c2ccco2)oc1NCCc1ccccc1,-74.7,-51.0,-231.7,-4.6,-38.2,3.4,-10.2,1.1,0.6,6.6
C/C(Cl)=C\CNC(C)c1ccccc1 (stereo not given),-1.6,0.9,-2.6,-1.2,-0.7,-6.0,10.6,10.2,-0.5,-2.5
NC(=O)c1cc(S(=O)(=O)NCCc2ccc(S(N)(=O)=O)cc2)cs1,0.1,-7.5,5.5,5.2,0.1,7.0,1.5,-4.0,0.3,4.5
COc1ccc(CNc2cc([N+](=O)[O-])ccc2OC)cc1,3.0,-3.7,7.4,-15.1,0.4,1.3,6.2,-9.4,4.4,-5.8
C[C@H]1[C@@H](OC(=O)Nc2cccc(C(F)(F)F)c2)CC[C@@]23CCCN2C(=O)CCC[C@@H]13,-0.5,-5.2,-9.1,nt,2.2,-5.1,nt,2.9,-0.1,-9.0
Cc1ccc(C(C)C)c(OCCN2C(=O)NC(C)(C)C2=O)c1,-1.5,-0.9,0.6,3.0,1.2,5.2,-5.9,-4.7,-6.0,7.7
O=P(c1ccccc1)(c1ccccc1)C(O)c1ccc(Br)cc1 (stereo not given),0.7,-0.9,-2.8,-14.3,0.6,2.3,-2.2,0.0,-2.6,1.3
Cc1ccc(C)c(SCc2noc(C(=O)NCC3CCCO3)c2C(=O)O)c1 (stereo not given),-1.4,-6.0,1.3,-3.2,-3.5,-3.2,-0.9,-3.1,-7.5,-0.8
Cc1cc(C)cc(NC(=O)NN2C(C)CCCC2C)c1 (stereo not given),3.1,-2.2,-2.2,-5.7,0.3,-6.9,-3.6,-3.4,-3.7,-4.8
O=C(N/N=C(\CC(=O)c1cccs1)C(F)(F)F)c1ccncc1,0.8,-5.4,3.7,6.1,-0.7,9.4,-4.8,1.3,-1.4,-7.1
O=C1CN(C(=O)CSc2nnc(Nc3ccccc3)s2)c2ccccc2N1,3.6,-1.4,2.4,-0.3,0.4,1.1,3.2,6.2,-0.2,-5.0
CC(C)=C(NC(=O)c1ccccc1)C(=O)N/N=C/c1ccc(O)cc1,0.5,0.3,-8.6,11.1,2.3,1.4,-3.2,2.3,0.3,-3.5

# Exported with values under each structure: 2 of the compounds above
# Values run as follows: ADAM17 inh	PLC-beta3 inh	ADAM10 inh	ARFGAP1 inh	PLCg1 inh	SIAE primary	ASAP1 inh	TDP2 absorb	DDE Tn6 FP inh	Tn7 DDE FP
> CC(C)=C(NC(=O)c1ccccc1)C(=O)N/N=C/c1ccc(O)cc1
  0.5	0.3	-8.6	11.1	2.3	1.4	-3.2	2.3	0.3	-3.5
> CCOC(=O)C(=O)Nc1ccc([N+](=O)[O-])cc1OC
  0.2	1.6	0.0	10.6	3.6	-4.7	-7.0	-11.6	0.3	3.5

# (cont.)
SMILES,ADAM17 inh,PLC-beta3 inh,ADAM10 inh,ARFGAP1 inh,PLCg1 inh,SIAE primary,ASAP1 inh,TDP2 absorb,DDE Tn6 FP inh,Tn7 DDE FP
O=c1c(-c2ccc3c(c2)OCCO3)coc2cc(O)cc(O)c12,2.5,3.5,7.1,-1.1,3.1,-0.3,-0.2,-20.6,-2.5,-2.5
O=C(NCc1ccc(Cl)cc1)C(=O)c1c[nH]c2ccccc12,6.5,1.0,13.8,9.7,-2.1,1.1,4.9,2.6,-9.7,2.7
COc1cccc(C(CC(=O)NCC2CCCO2)NS(=O)(=O)c2ccc(C)cc2)c1OC (stereo not given),-1.9,0.8,-1.6,-7.5,2.9,3.0,6.7,0.5,-2.3,-3.6
CC(=NCCN1CCN(C(=S)Nc2ccccc2)CC1)C1=C(O)CC(C)(C)CC1=O,-1.9,-5.5,-44.8,-8.3,-2.1,-1.2,7.7,2.5,2.1,4.8
CC(C)NC(=O)c1onc(CSc2cccc(Cl)c2)c1C(=O)O,-2.3,-25.4,-1.4,-7.3,-2.9,-4.1,-4.8,3.6,8.9,8.0
CCOC(=O)c1c[nH]c(=S)n(-c2ccccc2)c1=O,2.3,4.5,4.7,1.2,5.1,1.3,5.5,7.2,-1.4,-5.6
CCOC(=O)C1=C(c2ccccc2)NC(=O)NC1c1ccc(OC)cc1 (stereo not given),-3.2,-2.7,-0.9,10.4,-0.4,6.9,5.7,-12.9,5.0,-2.3
Cc1ccc(-n2c(C)nc3ncnc(-c4ccccc4)c32)cc1,-2.0,1.9,9.8,1.2,4.8,0.5,2.5,-4.4,-0.1,-3.4
COc1cc(CN2CCC(n3nccc3NC(=O)C3CC3)CC2)cc(OC)c1,-3.9,-2.7,3.7,8.4,1.6,-2.1,-7.4,6.8,0.4,-1.8
